HEK293 cAMP ctrl – raises cAMP in parental HEK293 cells, TSHR agonist counter-screen; Potency, µM (doses to about 57.1 µM), without a hit: at the highest dose activation, actives largely listed as activators; parental HEK293 CNG cAMP sensor, membrane potential fluorescence; AID 938; 73,000 tested, 2.5% active; note: potency is the fitted concentration of half-maximal effect; % of control where 0% means no effect; nearly all actives have a fitted effect of over 55% in size
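Counterscreen for endogenous-receptor signalling: CNG-channel HEK 293 cells report cAMP rise by membrane depolarization. After 60 min dye equilibration with 100 uM RO 20-1724, compounds incubated 30 min before bottom-read fluorescence at 590 nm.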
4-MU autofl – compounds fluorescent in 4-MU spectral region. max dye-equivalent concentration, M. 59,000 tested, 11% active. compound autofluorescence, 340/450 nm, 4-MU equivalents; hits give high values. AID 589; in the data active = max dye-equivalent concentration above about 10 nM; inconclusive = mostly about 1.1 nM to 9.6 nM
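Intrinsic fluorescence at 340/450 nm (ex/em) was read after 15 min at room temperature in pH 8.0, 100 mM Tris. Each compound concentration expressed as 4-MU-equivalent concentration from a six-point 4-MU standard series on each plate.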
Tau filament bind – tau filament binding; Potency, µM (highest dose often 57.1 µM), for the others: at the top dose activity change, negative = inhibition; 71,000 tested, 2% active; AID 596; recombinant tau filaments, thioflavin S fluorescence, 15 h; filaments grown with octadecylsulfate alongside compound; P10636;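 note: potency is the fitted concentration of half-maximal effect; % is set by controls: 0 for no effect and ±100 for the full control effect; actives lower thioflavin S fluorescence by blocking filaments or displacing dye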
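Quantitative HTS: thioflavine S signal from ODS-induced tau filaments, excited at 450 nm, emission 510 nm. Conditions: 1 uM tau, 30 uM ODS, 15 h at 37 C, pH 7.4.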
FLuc inh – blocks Photinus pyralis firefly luciferase activity. purified firefly luciferase, luminescence, 8 min. Potency, µM (highest dose often 57.1 µM), for inactives: at the top dose activity change, negative = inhibition, usual class: inhibitors. 72,000 tested, 2.2% active. P08659; note: potency is the fitted concentration of half-maximal effect; % is set by controls: 0 for no effect and ±100 for the full control effect; nearly all actives have a fitted effect of over 40% in size
Target sequence (P08659 whole entry, looked up): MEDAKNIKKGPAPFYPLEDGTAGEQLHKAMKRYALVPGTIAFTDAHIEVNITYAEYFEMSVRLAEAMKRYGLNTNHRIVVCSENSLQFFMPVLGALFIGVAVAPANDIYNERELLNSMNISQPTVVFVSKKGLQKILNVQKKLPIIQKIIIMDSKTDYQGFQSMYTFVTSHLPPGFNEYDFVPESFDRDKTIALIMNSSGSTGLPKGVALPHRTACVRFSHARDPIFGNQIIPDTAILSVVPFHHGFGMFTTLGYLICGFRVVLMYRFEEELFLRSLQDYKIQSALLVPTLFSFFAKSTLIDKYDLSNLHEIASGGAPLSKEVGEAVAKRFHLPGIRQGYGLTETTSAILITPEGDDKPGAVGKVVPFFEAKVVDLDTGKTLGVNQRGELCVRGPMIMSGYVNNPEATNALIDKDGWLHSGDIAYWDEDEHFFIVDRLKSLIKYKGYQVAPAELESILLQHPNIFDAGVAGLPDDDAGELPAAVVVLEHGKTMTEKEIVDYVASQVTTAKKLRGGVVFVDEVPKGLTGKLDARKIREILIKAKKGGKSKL
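qHTS concentration-response profiling: light output of P. pyralis luciferase with luciferin and 10 uM ATP, imidazole buffer pH 7.2. Read by luminescence after 8-min room-temperature incubation.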
Caspase-1 inhib – blocks human caspase-1 allosterically or competitively. Caspase-1 enzyme, Ac-WEHD-AFC fluorogenic rate. Potency, µM (series often up to 57.5 µM), inactives show top-dose activity change, negative = inhibition, most hits filed as inhibitors. 75,000 tested, 0.03% active;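 note: potency is the fitted concentration of half-maximal effect; plate controls were vehicle for no effect and no substrate for full effect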
Texas Red fluor – Texas Red region autofluorescence; max dye-equivalent concentration, M; AID 587; Compound fluorescence, Texas Red channel, 547/618 nm; hits give high values; 59,000 tested, 0.06% active; in the data active = max dye-equivalent concentration above about 10 nM; inconclusive = between about 1.1 nM and that limit
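Compound titrations in 100 mM Tris pH 8.0 were incubated 15 min at room temperature and read at 547 nm excitation / 618 nm emission. Texas Red six-point standard curve on each plate converted fluorescence to dye-equivalent concentration.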
Caspase-7 inhib – blocks human caspase-7 allosterically or competitively | P55210 | recombinant caspase-7, Ac-DEVD-AFC fluorescence rate | Potency, µM (series often up to 57.5 µM), inactives show at the top dose activity change, negative = inhibition, hits mostly inhibitors | 75,000 tested, 0.02% active | AID 889; active = well fitted inhibition curve with a large enough effect in the main read-out, with a control signal flat, not every such curve was filed as active; inconclusive = small, poorly fitted or top-dose-only effect, or a change in a side signal; note: potency is the fitted concentration of half-maximal effect; % of control where 0% means no effect
Target sequence (P55210 24-198 limits assumed): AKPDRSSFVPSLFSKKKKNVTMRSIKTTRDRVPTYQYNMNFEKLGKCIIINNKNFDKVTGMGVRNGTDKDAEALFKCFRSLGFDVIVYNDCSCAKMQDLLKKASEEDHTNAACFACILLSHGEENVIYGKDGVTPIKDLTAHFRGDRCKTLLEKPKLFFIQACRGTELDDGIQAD
Target sequence (P55210 207-303 limits assumed): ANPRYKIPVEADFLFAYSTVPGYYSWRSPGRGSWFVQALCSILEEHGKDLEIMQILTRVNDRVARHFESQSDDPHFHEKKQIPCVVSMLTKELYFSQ
A350 fluor – A350 region autofluorescence. Compound autofluorescence, 340/450 nm, Alexa 350 dye-equivalents; hits give high values. max dye-equivalent concentration, M. 59,000 tested, 11% active; in the data active = max dye-equivalent concentration above about 10 nM; inconclusive = mostly about 1.1 nM to 9.6 nM
Fluorescein autfl – compound fluoresces in the fluorescein spectral region. Compound autofluorescence, 480/540 nm, fluorescein-equivalent; hits give high values. max fluorescein-equivalent concentration, M. 59,000 tested, 0.91% active. AID 593; in the data active = max fluorescein-equivalent concentration above about 10 nM; inconclusive = between about 1.1 nM and that limit
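Fluorescein stocks ranging 3 mM down to 300 nM, plus DMSO blanks, were pinned alongside compounds to build a per-plate standard curve. Buffer: 100 mM Tris, pH 8.0. Incubation 15 min, room temperature; filters 480/540 nm.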
Rhodamine fluor – compound autofluorescence in rhodamine spectral region; Rhodamine-region fluorescence, 547/598 nm, Tris buffer; hits give high values; max dye-equivalent concentration, M; 59,000 tested, 0.05% active; AID 594; in the data active = max dye-equivalent concentration above about 11 nM; inconclusive = between about 1.1 nM and that limit
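Steps: pin-transfer compounds into pH 8.0 Tris (100 mM), hold 15 min at room temperature, image with a 547/598 nm filter pair, and convert intensities to rhodamine-equivalent concentration using a six-point on-plate rhodamine series.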
ERK AVP block – vasopressin-driven ERK pathway inhibition; 72,000 tested, 0.99% active; AID 995; HEK293-V1b, vasopressin-stimulated pERK AlphaScreen; Potency, µM (doses to about 57.5 µM), inactives show at the top dose activity, negative = inhibition, actives largely listed as inhibitors; note: potency is the fitted concentration of half-maximal effect; % is set by controls: 0 for no effect and ±100 for the full control effect; nearly all actives have a fitted effect of over 55% in size
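Phosphorylated ERK1/2 detected via AlphaScreen bead proximity in lysates of V1b-expressing HEK293 cells given 25 nM vasopressin for 5 min after 30 min compound exposure (37 °C). AC50 from Hill equation; basal DMSO 0%, vasopressin 100%.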
* marks the source's active call; other numbers are inactive results; i = inactive; u = inconclusive; x = not tested or not shown; [ ] = remark or other dose. Unless noted, calls come from the whole dose curve; as a rule, active = well fitted curve in the direction sought with a large enough effect; inconclusive = small, poorly fitted or top-dose-only effect, or another doubt; inactive = no such curve, though single readings can be large; an effect the other way counts as inactive or inconclusive. A portion of the library; the hit share may differ from the screen's.

SMILES	HEK293 cAMP ctrl	4-MU autofl	Tau filament bind	FLuc inh	Caspase-1 inhib	Texas Red fluor	Caspase-7 inhib	A350 fluor	Fluorescein autfl	Rhodamine fluor	ERK AVP block
CC(C)(C)NC(=O)CN(C(=O)CS(=O)CC(=O)Nc1ccc(F)cc1)c1ccccc1 (stereo not given)	5%	i	-7%	6%	3%	u	-1%	i	i	i	-3%
O=C(O)Cc1ccc(O)c(O)c1	u	i	5%	-19%	0%	u	-1%	i	u	i	-9%
C[C@@H]1C[C@H](C)CN(S(=O)(=O)c2cc(Cl)c(Oc3ccc([N+](=O)[O-])cc3Cl)c(Cl)c2)C1	-6%[11.4 µM]	i	-25%[11.4 µM]	2%[11.4 µM]	1%[11.5 µM]	i	-3%[11.5 µM]	i	i	i	-1%[11.5 µM]
C=CCc1c(C)c(C#N)c2nc3ccccc3n2c1N1CCN(C)CC1	x	1.1e-08M*	x	2%[25.5 µM]	x	i	x	1.3e-08M*	u	i	x
CCC(C)COC(=O)C(C#N)c1nc2ccccc2nc1N1CCCCC1 (stereo not given)	18%	i	-21%	4%	-5%	i	-8%	u	u	i	4%
COc1ccc(OC)c(NC(=O)CN(c2ccc(C(C)C)cc2)S(=O)(=O)c2c(C)noc2C)c1	14%	x	-26%	1%	-3%	x	-4%	x	x	x	2%
O=c1c2ccccc2nc(-c2ccccc2)n1CCCn1ccnc1	0%	i	0%	0%	-1%	i	1%	i	u	i	-13%
OC(CNCCc1ccccc1)c1ccccc1 (stereo not given)	20%[11.4 µM]	x	-23%[11.4 µM]	2%	1%	x	0%	x	x	x	3%
CCOC(=O)c1sc(NCCNc2nc(C)c(C(=O)OCC)s2)nc1C	-6%	x	17%	-1%	-1%	x	-6%	x	x	x	21%
O=C(c1ccc(Cn2cc(Br)cn2)o1)n1cccn1	-2%	i	-3%	1%	-2%	i	-1%	i	u	i	14%
CCOc1ccccc1C(=O)n1nc2nc(C)cc(C)c2c1N	4%	i	-5%	0%	-1%	i	-1%	i	i	i	10%
Cc1ccc2cc(C#N)c(N3CCCC3)nc2c1C	0%	2.6e-07M*	-29%	-2%	u	u	u	3.2e-07M*	u	i	27%
COC(=O)c1ccc(C(NC(=O)OCc2ccccc2)/C(C)=C/[C@@H](C)C(=O)N[C@@H](CO)Cc2ccccc2)cc1 (stereo not given in full)	u	x	60%	x	-5%	x	-3%	x	x	x	15%
Cc1cc(NCCCn2ccnc2)n2nc(-c3ccc(F)cc3)cc2n1	5%	i	23%	13µM*	-1%	i	-2%	i	i	i	-12%
CCNc1nc(-c2ccc(Cl)cc2)cs1	-4%	i	-11%	13µM*	-2%	i	0%	i	i	i	-22%
Cc1ccc2c(CC(=O)OCc3csc(C)n3)coc2c1	u	i	-2%	-1%	-1%	i	-1%	u	u	i	-6%
CCC1CCCCN1CCCNC(=O)Cn1nc(-c2ccccc2)ccc1=O (stereo not given)	8%	i	-3%	1%	2%	i	-2%	i	i	i	-6%
CCCn1nnc(NC(=O)c2ccc(-c3ccccc3)cc2)n1	3%	i	24%	u	0%	i	0%	i	i	i	-11%
CCOC(=O)c1ccc(CSc2nnc(N)s2)cc1	11%	i	0%	-7%	0%	i	2%	i	i	i	-21%
Cc1sc2nc(CN3CCOCC3)nc(Oc3ccc(NC(=O)c4ccco4)cc3)c2c1C	9%	i	55%	0%	2%	u	-1%	i	i	i	-25%

The list goes on (two carried over from the part before).
SMILES	HEK293 cAMP ctrl	4-MU autofl	Tau filament bind	FLuc inh	Caspase-1 inhib	Texas Red fluor	Caspase-7 inhib	A350 fluor	Fluorescein autfl	Rhodamine fluor	ERK AVP block
CCOC(=O)c1ccc(CSc2nnc(N)s2)cc1	11%	i	0%	-7%	0%	i	2%	i	i	i	-21%
Cc1sc2nc(CN3CCOCC3)nc(Oc3ccc(NC(=O)c4ccco4)cc3)c2c1C	9%	i	55%	0%	2%	u	-1%	i	i	i	-25%
O=C1CC(c2ccco2)Sc2nc3ccccc3n21 (stereo not given)	12%	x	-12%	-17%	-3%	x	-3%	x	x	x	-7%
CN1C[C@@H](C(=O)N[C@]2(C)O[C@]3(O)[C@H]4CCCN4C(=O)[C@H](Cc4ccccc4)N3C2=O)C[C@H]2c3cccc4[nH]cc(c34)C[C@@H]21	-5%	i	-2%	2%	-1%	i	-2%	i	u	i	-6%
O=C(CSc1nnc(COc2ccc(Cl)cc2)o1)OC1CCCCC1	11%	i	-19%	4%	-2%	i	-1%	i	u	i	-2%
CCOC(=O)N1CCC(NC(=O)C(Cc2ccccc2)NC(=O)C2CCCCC2)CC1 (stereo not given)	6%	i	9%	0%	-3%	i	2%	i	i	i	15%
CCCCn1cnc2c(cnn2-c2ccc(F)cc2)c1=O	12%	i	1%	-8%	1%	u	0%	i	i	i	-19%
Oc1ccc([C@@H]2CNCc3sccc32)cc1O	32µM*	u	0%	-16%	-1%	i	0%	u	u	i	u
CCOc1ccc(-n2c(SCc3ccc(C#N)cc3)nnc2-c2cccnc2)cc1	x	i	x	3%[25.5 µM]	x	i	x	u	u	i	x
CCc1n[nH]c2c1/C(=N/O)CCC2	-3%	i	-4%	1%	4%	u	0%	i	i	i	5%
CNC(=O)CN(c1cc(C)ccc1OC)S(=O)(=O)c1ccc(C)cc1	1%	x	13%	1%	0%	x	2%	x	x	x	-9%
CCCCNC(=O)Cn1c(=O)n(C)c2ccccc21	12%	x	7%	4%	-3%	x	-3%	x	x	x	0%
CCSc1nnc(Cn2c(=O)sc3ccccc32)n1C	12%	x	6%	-1%	0%	x	-3%	x	x	x	-27%
COc1ccc2c(c1)C(=O)CC(c1ccccc1F)O2 (stereo not given)	u	x	60%	0%	-13%	x	-14%	x	x	x	60%[activator]
Cc1ccc2[nH]c3c(c2c1)CCc1cn[nH]c1-3	-7%	u	7.9µM*	-6%	-8%	u	-19%	u	i	i	u
CC(=O)OCc1cc(=O)n(C)c(=O)n1C	-2%	i	8%	1%	0%	u	1%	i	u	i	-1%
COc1ccc(-c2noc(C)c2-c2ccc3ccccc3n2)c(O)c1	17%	i	16µM*	-37%	-5%	i	-5%	i	u	i	-17%
CC1CCN(C(=O)CSc2nc(N)cc(N)n2)CC1	7%	i	-5%	1%	-2%	i	0%	i	i	i	24%
N=c1c2c(-c3ccccc3)c(-c3ccccc3)oc2ncn1CCN1CCOCC1	15%	u	176%	6%	-4%	i	-3%	u	i	i	u
COc1ccc(CN(Cc2ccccn2)C(=O)CN2C(=O)C(C)Oc3ccccc32)cc1 (stereo not given)	u	1.2e-08M*	5%	-1%	-2%	i	-1%	1.2e-08M*	i	i	-8%
Cc1ncoc1C(=O)NCc1ccccc1Cl	14%	i	5%	0%	-1%	i	1%	i	i	i	0%
O=C(Cc1ccccc1F)Nc1nc(-c2cccs2)cs1	13%	i	0%	u	-2%	i	1%[0.00368 µM]	i	u	i	u

2 of the compounds above, with bars between the fields.
compound | HEK293 cAMP ctrl | 4-MU autofl | Tau filament bind | FLuc inh | Caspase-1 inhib | Texas Red fluor | Caspase-7 inhib | A350 fluor | Fluorescein autfl | Rhodamine fluor | ERK AVP block
Oc1ccc([C@@H]2CNCc3sccc32)cc1O | 32µM* | u | 0% | -16% | -1% | i | 0% | u | u | i | u
CCOc1ccc(-n2c(SCc3ccc(C#N)cc3)nnc2-c2cccnc2)cc1 | x | i | x | 3%[25.5 µM] | x | i | x | u | u | i | x

Some entries already given, showing only Rhodamine fluor and Texas Red fluor.
mol	Rhodamine fluor	Texas Red fluor
O=C(CSc1nnc(COc2ccc(Cl)cc2)o1)OC1CCCCC1	i	i
COc1ccc(-c2noc(C)c2-c2ccc3ccccc3n2)c(O)c1	i	i

Continuation:
SMILES	HEK293 cAMP ctrl	4-MU autofl	Tau filament bind	FLuc inh	Caspase-1 inhib	Texas Red fluor	Caspase-7 inhib	A350 fluor	Fluorescein autfl	Rhodamine fluor	ERK AVP block
CCOC(=O)c1sc(NC(=O)CN2CCCC2)c(C(=O)OCC)c1C	25%	2.8e-07M*	17%	0%	-5%	i	-7%	2.5e-07M*	i	i	-16%
COc1cc(C(=O)CSc2nnc(-c3ccc(O)cc3)n2CC2CCCO2)ccc1NC(C)=O (stereo not given)	10%	i	0%	0%	3%	i	-4%	i	i	i	-24%
CC1C=CC(C)C(C(=O)O)C1C(=O)O (stereo not given)	-16%	x	-4%	2%	0%	x	-1%	x	x	x	13%
c1ccc(CN2CCN(c3ncnc4c3[nH]c3ccccc34)CC2)cc1	x	i	x	-1%[25.5 µM]	x	i	x	i	u	i	x
Cc1nonc1NC(=O)CSc1nc2cc(Cl)ccc2c2c1CCCC2	u	i	16%	2%	-1%	i	-2%	i	u	i	9%
COc1ccc(C(=O)COC(=O)CN2CC(=O)Oc3ccccc32)cc1Br	1%	i	-26%	-3%	-13%	i	-10%	i	u	i	-31%
COc1ccc(CCNC(=O)CCN2C(=O)COc3ccccc32)cc1OC	u	3.7e-08M*	-4%	-1%	-5%	i	-1%	4.7e-08M*	i	i	-19%
COc1ccc(NC(=O)N2CCCC3(CCN(C(=O)c4cnccn4)CC3)C2)cc1	-7%	i	11%	2%[11.4 µM]	-2%	i	-1%	i	i	i	0%
